EphA4 KYL inhibition – inhibitors of EphA4 binding to KYL peptide, primary screen, biochemical, colorimetric, mouse EphA4 (AID 689) | EphA4-AP binding to KYL peptide, pNPP A405; higher % means a stronger effect | inhibition, % at 10 µM; hits with a dose series show IC50 in µM | hit rate 0.1% among 62,000; in the data active means a potency from the dose series; inactive means the rest, 99 in 100 with inhibition below about 22%
Active calls of the source: *. Some of the compounds tested; count on the stated rates, not on these rows.

SMILES	EphA4 KYL inhibition
C/C(CC(=O)Nc1ccc(OCc2ccccc2)cc1)=N\NC(=O)C(=O)Nc1ccccc1C	-25%
CSc1ccc(-c2nc(CSCC(=O)N3CCOCC3)c(C)o2)cc1	-6%
Cc1ccccc1Nc1nc(-c2sc(NC(=O)c3ccc([N+](=O)[O-])cc3)nc2C)cs1	11%
Nc1nc2c(s1)C(=O)CCC2	-4%
O=C(/C=C/c1ccc(-c2cccc([N+](=O)[O-])c2)o1)c1cc2ccccc2o1	18%
Cc1cc(=O)[nH]c(SCCc2ccccc2)n1	-7%
COc1ccc(/C=C/C(=O)N(C)C2CCCCC2)cc1Br	2%
COCCCN=CC1=C(O)CC(C)(C)CC1=O	0%
N#Cc1c(NC(=O)CCCN2C(=O)c3ccccc3C2=O)oc(-c2ccccc2)c1-c1ccccc1	6%
CC1CCCCC1NC(=O)CN1C(=O)NC(C)(c2ccc(OC(F)F)cc2)C1=O (stereo unspecified)	-6%
O=C(Cc1ccccc1)Nc1nc2ccccc2[nH]1	-13%
COc1cccc(/C=N/n2c(N)c(S(=O)(=O)c3cccs3)c3nc4ccccc4nc32)c1	7%
COc1ccc2c(c1OC)C(=O)N1c3ccccc3COC21 (stereo unspecified)	-12%
COc1ccccc1Nc1nc(-c2cccc([N+](=O)[O-])c2)nc2ccccc12	-3%
C=CCSC1=C(C#N)C(c2ccc(C(C)C)cc2)CC(=O)N1 (stereo unspecified)	-6%
Cc1cc(-c2ccc(/C=N/n3cnnc3)o2)c([N+](=O)[O-])cc1C	17%
Cc1noc(NS(=O)(=O)c2ccc(NC(=O)C34CCC(CC3)C4)cc2)c1C	-14%
COCCCN1C(=O)C(=O)/C(=C(/O)c2ccccc2)C1c1ccc2c(c1)OCO2 (stereo unspecified)	-5%
CCOc1cccc(/C(O)=C2/C(=O)C(=O)N(CCOC)C2c2ccc(C)o2)c1 (stereo unspecified)	-4%
CSc1nnc2c(n1)OC(c1cccn1C)N(C(C)=O)c1ccccc1-2 (stereo unspecified)	-3%
Cc1ccc(OS(=O)Nc2cccc3nccnc23)cc1 (stereo unspecified)	0%
COc1ccc(-c2nc(CS(=O)CC(=O)NCCC3=CCCCC3)c(C)o2)cc1 (stereo unspecified)	0%
Nc1ccc(NC(=O)c2ccccc2)c2c1C(=O)c1ccccc1C2=O	-6%
CCOc1cccc(=O)c2c(C)n(CC3CCCO3)c(C)c12 (stereo unspecified)	11%
CCCCOc1ccc(S(=O)(=O)Nc2cccnc2)cc1	-11%

(next part)
SMILES	EphA4 KYL inhibition
Cc1ccccc1C(=NC(=O)c1ccccc1)c1ccccc1	-1%
Cc1ccc2nc(SCc3ccc(Cl)cc3)nc(C)c2c1	-4%
C1=C2C[N+]3(CCCC3)CC2Cc2ccc3ccccc3c21 (stereo unspecified)	-12%
CC(C)NC(=O)c1ccccc1NC(=O)Cc1ccc(Cl)cc1	-26%
CCC(C)NC(=O)C1CCCN(C(=O)Nc2ccc(F)cc2)C1 (stereo unspecified)	-5%
C(=N\n1cnnc1)/c1cccc2ccccc12	4%
CCc1nc(C)cn1S(=O)(=O)c1cc(C)c(OC)cc1C	2%
Cc1ccc(NC(=O)CC2COc3ccccc3O2)cc1 (stereo unspecified)	1%
O=C1CCCc2c1[nH]c1ccc(C34CC5CC(CC(C5)C3)C4)cc21	5%
c1ccc(CNc2nc3ccccc3n3cnnc23)nc1	-21%
CCN(CC)S(=O)(=O)c1ccc(Cl)c(C(=O)NCc2ccccc2Cl)c1	0%
CC1(C)CCCC2=C1CC1C(=O)N(Cc3cccnc3)C(=O)C1C2 (stereo unspecified)	-7%
COCCCNc1ncnc2c1[nH]c1ccccc12	-13%
c1cc(N2CCCC2)ccc1C(c1nnnn1C1CCCCC1)N1CCOCC1 (stereo unspecified)	2%
CCOc1ccc2nc(NC(=O)CSc3nc(SC)ns3)sc2c1	-9%
Cc1cccc(NC(=O)c2sccc2-n2cccc2)c1C	1%
CC1=N/C(=C/c2ccc(OCc3ccc(Cl)cc3)cc2)C(=O)O1	2%
Cc1cc(C2N=C(N)Nc3nc4ccccc4n32)c(C)n1-c1ccccc1Cl (stereo unspecified)	0%
CCOC(=O)C(C(=O)OCC)C(Nc1ccc(Br)cc1)c1ccccc1 (stereo unspecified)	-6%
CCN(CC)CCC(=O)NC(C)(C)Cc1ccc(O)cc1	-3%
COC(=O)c1c(C)oc2ccc(N(C(=O)c3ccncc3)S(=O)(=O)c3ccccc3)cc12	-34%
COc1ccc(CNC(=O)COC(=O)C2=COCCO2)cc1	5%
CCOC(=O)N1CCN(C(=O)c2ccc3c(=O)n(CC4CCCO4)c(=S)[nH]c3c2)CC1 (stereo unspecified)	-13%
COC(=O)c1ccccc1NC(=O)CSc1nnc(COc2cccc(OC)c2)n1C	-1%
CCCCNC(=O)Cn1cnc2c(cnn2-c2ccc(C)c(C)c2)c1=O	2%

The list goes on.
SMILES	EphA4 KYL inhibition
COc1cc(-c2cc(N)n(S(=O)(=O)c3ccccc3)n2)cc(OC)c1OC	3%
O=C(CS(=O)c1cccc(C(F)(F)F)c1)Nc1ccccc1Cl (stereo unspecified)	-6%
Cc1ccsc1-c1ncnn1-c1sc2c(c1C#N)CCCC2	-8%
COn1c(SCc2ccccc2)nc2ccccc2c1=O	-4%
O=C1CC(SCc2nc3ccccc3[nH]2)C(=O)N1c1cccc(Cl)c1 (stereo unspecified)	-1%
Oc1oc(-c2ccccc2)nc1C=NCc1ccccc1	-5%
COCCn1c(SCC(N)=O)nnc1-c1c[nH]c2ccccc12	-11%
Cn1c(=O)n(C)c2cc(S(=O)(=O)NCc3ccco3)ccc21	-8%
CN(C)C(=O)Nc1cnc2ccccc2c1	-1%
CCCCCOc1ccc(C2C(C(C)=O)=C(C)Nc3ncnn32)cc1OC (stereo unspecified)	6%
Cc1ccc2nc(NC(=O)CCCc3nc4ccccc4s3)sc2c1	0%
O=C(c1ccc(Br)o1)N1CCN=C1SCc1cccnc1	-8%
COC(=O)c1ccc(OCCn2cnc3ccccc3c2=O)cc1	-8%
CC(=O)c1cccc(-n2nnnc2SCC(=O)Nc2cccc(NC(=O)c3ccco3)c2)c1	-2%
Cc1ccccc1N(C(=O)Cn1nnc(-c2cccs2)n1)C(C(=O)NCCC(C)C)c1ccco1 (stereo unspecified)	-1%
CCCCc1cc(=O)oc2cc(C)cc(O)c12	-12%
Clc1ccc(CSc2nccn2Cc2ccccc2)cc1	-15%
COc1ccccc1N1CCN(/N=C/c2ccc(Cl)c([N+](=O)[O-])c2)CC1	0%
O=c1[nH]c2ccc(Br)cc2c(-c2ccccc2)c1CN1CCOCC1	-4%
N#CC(=C1SC=CS1)c1nc(-c2ccccc2)cs1	36%
NC(=O)C1CCN(Cc2nnnn2Cc2ccco2)CC1	-12%
Cn1c(=O)c2c(nc(Br)n2Cc2c(F)cccc2Cl)n(C)c1=O	13%
CCN(CC)S(=O)(=O)c1ccc(-c2nnc(SCc3nnc(-c4ccccc4)o3)o2)cc1	5%
CCC1(C)Cc2c(C#N)c(N)sc(=S)c2CO1 (stereo unspecified)	44%
CCOC(=O)/C(=C\Nc1ccc(F)c(F)c1F)[N+](=O)[O-]	-10%

Next records.
SMILES	EphA4 KYL inhibition
CC1=C(C(N)=O)C(c2ccccc2)n2nc(-c3cccc(C)c3)nc2N1 (stereo unspecified)	-20%
O=C(C1Cc2ccccc2CN1S(=O)(=O)c1ccc(F)cc1)N1CCCCCC1 (stereo unspecified)	-2%
COc1cccc(-n2c(O)c(C=Nc3ccc4c(c3)OCO4)c(=O)[nH]c2=O)c1	-7%
CN(C)CCNc1nc2c(c(=O)[nH]c(=O)n2C)n1CCCc1ccccc1	-16%
NS(=O)(=O)c1ccc(CCNC(=O)CSc2ccccc2)cc1	-18%
O=C1NN(c2ccccc2)C(=O)/C1=C/c1cccc(OCc2ccc(F)cc2)c1	0%
CCC(C)N(C(=O)COC(=O)c1cn(CC)c2nc(C)ccc2c1=O)C1CCS(=O)(=O)C1 (stereo unspecified)	1%
Cc1ccc(C(=O)NCCNc2ccc(C(F)(F)F)cc2[N+](=O)[O-])cc1	-19%
Cn1c(=O)c2c(nc(NCc3ccc4c(c3)OCO4)n2Cc2ccccc2F)n(C)c1=O	-16%
Cc1cc(OCC(=O)NCCN2CCOCC2)cc(C)c1Br	-5%
CCCCn1c(SCc2c(C)noc2C)nc2cc(S(N)(=O)=O)ccc21	-13%
COC(=O)c1ccc(NC(=O)CCN2C(=O)c3cccc4cccc(c34)C2=O)cc1	-8%
c1ccc(-c2nc(N3CCCCCC3)c3ccccc3n2)nc1	2%
O=C(O)CCCC(=O)Nc1ccccc1	11%
Cc1cccn2c(NC(=O)c3ccc(Br)cc3)c(-c3ccccc3)nc12	2%
CC(O)CNCCNCc1c(OCc2ccccc2)ccc2ccccc12 (stereo unspecified)	5%
Cc1ccc(OCC(=O)Nc2ccc(C)c(C)c2)cc1	1%
COc1ccc(CCNC(=O)c2nnn(CC(=O)Nc3ccccc3)c2N)cc1OC	-5%
CC1(C)CCCN(C(=O)c2coc(=O)c(Br)c2)C1	9µM*
CCn1c(Cc2cccs2)nnc1SCC(=O)Nc1ccc(OC)c(OC)c1	-4%
CC(C)NS(=O)(=O)c1ccc(NC(=O)C2CCCCC2)cc1	-16%
COC(=O)c1[nH]c(C)c(/C(O)=C2\C(=O)C(=O)N(CCN(C)C)C2c2cc(OC)ccc2OC)c1C (stereo unspecified)	-3%
COCCCn1c(SCC(=O)OC2CCCCC2)nnc1-c1ccco1	3%
CCC(=O)Nc1ccc(C(=O)n2ccc(C)n2)cc1	-4%
Cn1c2c(c(=O)n(C)c1=O)C(C(F)(F)F)(C(F)(F)F)N=C(c1ccc(Cl)cc1)N2	-3%

A stretch of the results above:
SMILES	EphA4 KYL inhibition
Cc1cc(OCC(=O)NCCN2CCOCC2)cc(C)c1Br	-5%
CCCCn1c(SCc2c(C)noc2C)nc2cc(S(N)(=O)=O)ccc21	-13%
COC(=O)c1ccc(NC(=O)CCN2C(=O)c3cccc4cccc(c34)C2=O)cc1	-8%
c1ccc(-c2nc(N3CCCCCC3)c3ccccc3n2)nc1	2%
O=C(O)CCCC(=O)Nc1ccccc1	11%
Cc1cccn2c(NC(=O)c3ccc(Br)cc3)c(-c3ccccc3)nc12	2%
CC(O)CNCCNCc1c(OCc2ccccc2)ccc2ccccc12 (stereo unspecified)	5%
Cc1ccc(OCC(=O)Nc2ccc(C)c(C)c2)cc1	1%
COc1ccc(CCNC(=O)c2nnn(CC(=O)Nc3ccccc3)c2N)cc1OC	-5%
CC1(C)CCCN(C(=O)c2coc(=O)c(Br)c2)C1	9µM*
CCn1c(Cc2cccs2)nnc1SCC(=O)Nc1ccc(OC)c(OC)c1	-4%
CC(C)NS(=O)(=O)c1ccc(NC(=O)C2CCCCC2)cc1	-16%
COC(=O)c1[nH]c(C)c(/C(O)=C2\C(=O)C(=O)N(CCN(C)C)C2c2cc(OC)ccc2OC)c1C (stereo unspecified)	-3%
COCCCn1c(SCC(=O)OC2CCCCC2)nnc1-c1ccco1	3%
CCC(=O)Nc1ccc(C(=O)n2ccc(C)n2)cc1	-4%
Cn1c2c(c(=O)n(C)c1=O)C(C(F)(F)F)(C(F)(F)F)N=C(c1ccc(Cl)cc1)N2	-3%

New compounds follow.
SMILES	EphA4 KYL inhibition
Cc1cc(C)c(C#N)c(Oc2ccc(F)cc2)n1	-8%
CCCCOCCCNC(=O)C1CCCCC1	-6%
CCCOc1ccc(OCCOCCN2CCc3ccccc3C2)cc1	-7%
OCCN1CCN(c2ncnc3c2sc2nc(N4CCOCC4)c4c(c23)CCC4)CC1	3%
COc1cc(C2N(c3ccc(Cl)c(Cl)c3)C(=O)C3CCCN32)cc(OC)c1OC (stereo unspecified)	-2%
Cc1ccc(C(=O)CCNc2ccccc2)o1	3%
N#Cc1cn(CC(=O)NCC2CCCO2)c2ccccc12 (stereo unspecified)	-2%
Cc1ccc(Cl)cc1NC(=O)CCC(=O)Nc1cc(Cl)ccc1C	-6%
Cc1ncc([N+](=O)[O-])n1CC(C)O (stereo unspecified)	13%
Cc1nc2cc(-c3ccc(F)cc3)nn2c(N2CCOCC2)c1C	-14%
CCOC(=O)Cn1c(=O)oc2cc(S(=O)(=O)Nc3c(C)cc(C)cc3C)ccc21	-20%
COc1ccc(N(Cc2cc3ccc(C)cc3[nH]c2=O)C(=O)c2ccco2)cc1	2%
Brc1ccc(CSc2nnc(-c3ccccn3)n2Cc2ccco2)cc1	-8%
CN(C)CCNC(=O)CN1C(=O)COc2ccc(C(C)(C)C)cc21	-1%
COc1ccc(CCNC(=O)c2sc(=S)n(C)c2N)cc1	-6%
COC(=O)c1ccc(CSc2nnc3sc4ccccc4n23)o1	-13%
CCN(CC)C(=O)CSc1nc(O)cc(=O)n1-c1ccccc1OC	16%
CCCn1c(=O)c2ccccc2n2c(SCC(=O)/C(C#N)=C(\C)N)nnc12	-8%
CSCCC(NC(=O)c1ccccc1)C(=O)OCC(=O)Nc1nnc(C)s1 (stereo unspecified)	19%
C=CCOC(=O)C1=C(C)NC(C)=C(C(=O)OCC=C)C1c1ccc(C)o1	6%
C/C(=N\OC(=O)c1ccc(Cl)cc1)c1sc(-c2ccccc2)nc1C	-10%
C=CCNc1nc(SCC=C)nc2ccsc12	-11%
CCCNC(=O)NC(=O)CSc1ncc(C(F)(F)F)cc1Cl	-10%
Nc1c(C(=O)NCC2CCCO2)c2nc3ccccc3nc2n1-c1ccccc1 (stereo unspecified)	8%
COC(=O)c1c(C)nc(C)c2c(=O)oc3ccccc3c12	-21%

Later entries
SMILES	EphA4 KYL inhibition
CCc1nnc(NC(=O)c2cccnc2)s1	-4%
CCCn1nc(CC(=O)OCC)c2ccccc2c1=O	-11%
C/C(Cc1ccccc1)=N\NC(=O)CCCCCC(=O)N/N=C(\C)Cc1ccccc1	0%
O=C(CSc1nc(C2CC2)nc2ccccc12)NCc1ccc2c(c1)OCO2	-16%
Nc1ccccc1C(=O)NNc1ncc(C(F)(F)F)cc1Cl	-5%
CCOCCCNC(=O)C(NC(=O)c1ccc(=O)[nH]c1)c1ccc(Cl)cc1 (stereo unspecified)	4%
O=C(NC1CCCCC1)NC1CCN(S(=O)(=O)c2ccc3c(c2)OCCO3)CC1	-16%
COc1ccc2[nH]c(=O)c(CN(C3CCCCC3)C(c3nnnn3Cc3ccco3)C(C)C)cc2c1 (stereo unspecified)	16%
Cc1noc(C)c1COc1ccc(C(=O)OCC(=O)N2CC(=O)Nc3ccccc32)cc1	-4%
CCS(=O)(=O)c1ccc2oc(SCC(=O)c3ccco3)nc2c1	-12%
